Source: PubChem BioAssay
NPYLR7 ag – mosquito NPYLR7 agonism; HEK293T NPYLR7/Galpha15, GCaMP6s calcium fluorescence; activation, % at 10 µM; 270,000 compounds, 0.15% hits; AID 1259423; in the data active means activation above about 40%;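 further: 0% = vehicle and 100% = reference agonist at the receptor; some compounds past the cut are filed as inactive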
mcGAS lum – blocks mouse cGAS activity | Q8C6L5 | recombinant cGAS, Kinase-Glo ATP depletion luminescence | inhibition, % at 12.5 µM | 160,000 compounds, 0.15% hits | AID 1259399;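 further: 0% = negative control wells and 100% = reference inhibitor with no enzyme activity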
hcGAS lum – blocks human cGAS activity | Q8N884 | recombinant h-cGAS, ATP depletion, Kinase-Glo luminescence | inhibition, % at 12.5 µM | 290,000 compounds, 0.081% hits | AID 1259398;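 further: 0% = vehicle reaction and 100% = reaction without DNA for no activity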
Target sequence (Q8N884 whole entry, looked up): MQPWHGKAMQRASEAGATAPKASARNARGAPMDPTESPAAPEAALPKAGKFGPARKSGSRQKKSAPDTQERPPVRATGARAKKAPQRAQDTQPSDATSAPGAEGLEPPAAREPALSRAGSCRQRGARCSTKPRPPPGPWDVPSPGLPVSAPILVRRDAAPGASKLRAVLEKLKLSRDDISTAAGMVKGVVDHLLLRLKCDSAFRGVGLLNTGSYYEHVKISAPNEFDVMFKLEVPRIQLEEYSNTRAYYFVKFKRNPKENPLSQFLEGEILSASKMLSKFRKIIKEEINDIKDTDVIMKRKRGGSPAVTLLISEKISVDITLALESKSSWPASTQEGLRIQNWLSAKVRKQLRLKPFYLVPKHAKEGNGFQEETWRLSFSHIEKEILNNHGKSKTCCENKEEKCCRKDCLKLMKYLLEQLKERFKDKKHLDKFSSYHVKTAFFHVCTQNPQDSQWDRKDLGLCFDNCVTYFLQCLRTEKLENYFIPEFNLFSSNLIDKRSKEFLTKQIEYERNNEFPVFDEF
* = called active by the depositor; . = no result given. Unless noted, no stated cut-off is given here; in the data, active means inhibition above about 40%; inactive means the rest. Hits appear at their usual frequency. Share with any hit: about 0.29%.

SMILES	NPYLR7 ag	mcGAS lum	hcGAS lum
O=C(NCC(c1cccnc1)N1CCc2ccccc2C1)c1ccc([N+](=O)[O-])cc1 (stereo not given)	-1	-7	-2
Cc1cc(C(=O)OCc2cc(=O)n3ccsc3n2)c(C)n1C1CC1	1	.	-6
c1nc(CN2CCCCC2CCN2CCOCC2)cs1 (stereo not given)	0	-13	-8
CC1=CCC=CC1C(=O)N1CCC(n2cnc3ccccc32)CC1 (stereo not given)	14	-4	0
Cc1nccn1-c1ccc(NC(=O)C2CCCN(C3CCSCC3)C2)cc1 (stereo not given)	12	-15	-2
COC(=O)c1ccc(COC(CN2CCN(C(=O)c3c(C)noc3C)CC2)c2ccc(Cl)cc2)cc1 (stereo not given)	2	-4	-7
Cc1nn(C)c(C)c1CN(C(=O)c1ccc(-n2cnnc2)cc1)C(C)C	-1	.	-6
Nc1nnc(-c2ccc(Cl)c(Cl)c2)s1	-1	5	4
CC1NC(=S)N(c2ccc(OCc3ccccn3)c(Cl)c2)C1=O (stereo not given)	5	.	-3
CCC(NC(=O)C(=O)c1ccco1)c1cc(C)ccn1 (stereo not given)	-2	.	3

Reprinted from the part before: 3 compounds, followed by the next part.
SMILES	NPYLR7 ag	mcGAS lum	hcGAS lum
Nc1nnc(-c2ccc(Cl)c(Cl)c2)s1	-1	5	4
CC1NC(=S)N(c2ccc(OCc3ccccn3)c(Cl)c2)C1=O (stereo not given)	5	.	-3
CCC(NC(=O)C(=O)c1ccco1)c1cc(C)ccn1 (stereo not given)	-2	.	3
Cc1nc2ncccn2c1C(=O)N1CCCC2(C1)C(=O)Nc1ccccc12 (stereo not given)	3	1	-3
COc1ccccc1Cn1c(C(=O)N2CCN(C(=O)C3CCCC3)C(C)C2)cc2ccsc21 (stereo not given)	.	-8	-1
CCCCOCC1CC2(SC(N)=NC2=O)C(=O)O1 (stereo not given)	-1	-6	-6
Cc1onc(-c2ccccc2)c1C(=O)Nc1ccc([N+](=O)[O-])cc1Cl	3	.	-4
O=C(Nc1cccc2ccccc12)N1CCC2(CC1)SCCN2C(=O)c1ccc(F)cc1	10	-4	-5
Clc1ccc2nnc(NC3CCCCC3)n2n1	-8	.	-4
O=C(NCCc1ccccn1)c1nn(-c2ccccc2F)c(=O)n(Cc2cccc(Cl)c2)c1=O	-7	0	3
S=c1oc2ccc(Cl)cc2n1CN1CCOCC1	8	.	14
CCc1cc2c(=O)c(-c3nc4ccccc4n3C)c(C)oc2cc1O	-7	1	3
CC12CCC(C(N)=O)(C1Br)C2(C)C (stereo not given)	-3	.	-9
COc1ccc(C(NC(=O)C2CCN(Cc3cccc(Cl)c3)CC2)c2ccccn2)cc1 (stereo not given)	8	-3	-5
CC(=O)Nc1ccc(CN2CCC2(C)C(=O)NCc2ccc(C(F)(F)F)cc2)cc1 (stereo not given)	5	.	-14
CCc1nc2c(OCc3ccc(Cl)cc3Cl)cccn2c1N(C)C(=O)C(C)C	1	-4	-2
CSc1ccc(C(=O)N2CCCC(O)C2)c(-c2cccc(F)c2)c1 (stereo not given)	-8	.	-2
O=C(CCn1cnnn1)N1CCCC(CNC(=O)C2(c3ccc(Cl)cc3)CC2)C1 (stereo not given)	12	.	-7
CC(CN1CCOCC1)NS(=O)(=O)c1ncn(C)c1Cl (stereo not given)	8	.	-3
CCN(CC)c1ccc2cc(C(=O)Nc3cccc(C(=O)O)c3C)c(=O)oc2c1	11	-6	-5
CCc1ccc(-c2nccn2CC2(O)CCCCC2)nc1	-3	-12	-8
CC1(C(=O)NS(=O)(=O)c2ccc(Cl)s2)CCN1C(=O)CCc1ccc(Cl)cc1Cl (stereo not given)	5	.	-3
CC(C)COc1cc(=O)n2c(c1C(=O)NC1CCN(C)CC1)CCCCC2	.	-4	-5
O=C(NCC(=O)N1CCN(c2ncccn2)CC1)c1cccc(F)c1	-6	-15	-6
CCn1c(C2CCCN(c3cncc(C(=O)N4CCCC4)n3)C2)n[nH]c1=O (stereo not given)	6	.	-5
Cc1cc(OCC2CN(C(=O)C(c3ccccc3)C(C)C)CCO2)ccc1Cl (stereo not given)	10	-3	-11
Cc1cccc(NC(=O)Cn2nc3ccc(SC(C)C)nn3c2=O)c1	.	-7	-2
CCN(CC)c1ccc2c(c1)OC(=O)N(c1ccc(Cl)c(Cl)c1)P2(=O)N1CCOCC1 (stereo not given)	0	-5	-7
CN(CC(=O)N1CCN(C(=O)C2CC2)CC1)S(=O)(=O)c1ccc(Cl)s1	2	.	-5
Fc1ccc(NC(=S)NC2CCCCC2)c(F)c1F	5	.	-1
CC(C)c1c(C(=O)N2CCCCC2)cnn1-c1ccc(Cl)cc1	.	-9	-6
CCCCC(=O)Nc1ccc(C2SCC(=O)N2c2ccc3c(c2)OCCO3)cc1 (stereo not given)	-2	-5	-7
C=CCn1c(C)cc(C(=O)CN2C(=O)NC(C)(C3CC3)C2=O)c1C (stereo not given)	11	.	-4

Entries shown so far with a nitro group on carbon, in the order listed:
SMILES	NPYLR7 ag	mcGAS lum	hcGAS lum
O=C(NCC(c1cccnc1)N1CCc2ccccc2C1)c1ccc([N+](=O)[O-])cc1 (stereo not given)	-1	-7	-2
Cc1onc(-c2ccccc2)c1C(=O)Nc1ccc([N+](=O)[O-])cc1Cl	3	.	-4

Additional structures.
SMILES	NPYLR7 ag	mcGAS lum	hcGAS lum
COc1nc2ccccc2nc1N1CCC(C(=O)Nc2ccccc2)CC1	.	-8	-7
O=C(CCC(=O)N1CCc2ccccc2C1)NCCc1cccs1	-4	-3	-5
CCCCN(C=O)c1c(CC)nc2ccc(C(=O)N3CCN(S(=O)(=O)CC)CC3)cn12	13	-5	-4
CCOC(=O)c1sc2nc(C(C)Sc3nc(C)cs3)[nH]c(=O)c2c1C (stereo not given)	2	.	-4
Cc1ccccc1NC(=O)c1c(NC(=O)c2ccccc2Cl)sc2c1CCCC2	0	-5	0
Cc1ccn(-c2ccc3cc(-c4ccccc4)c(=O)oc3c2)n1	0	.	-9
CC(NC(=O)c1nn(-c2ccc(Cl)cc2)c(=O)n(Cc2cccnc2)c1=O)c1ccccc1 (stereo not given)	10	-4	-6
CNc1cncc(-c2cccc(N)c2)n1	2	.	-6
Cc1ccc(C(=O)N(Cc2cccc(OS(=O)(=O)c3cccc(C(F)(F)F)c3)c2)Cc2ccco2)cc1[N+](=O)[O-]	-10	-5	-19
Cc1cccc(N(CCOC(=O)c2ccccc2Br)C2=NS(=O)(=O)c3ccccc32)c1	6	-6	-2
CCn1ccnc1CNC(=O)c1ccc(C(C)N2CCCCC2)o1 (stereo not given)	4	.	-7
O=S(=O)(c1ccc2c(c1)CCC2)N1CCCC1c1ccc2c(c1)OCCO2 (stereo not given)	8	.	-4
COc1ccc(Cl)cc1N1CCN(Cc2cccc(C)c2)C(C)C1=O (stereo not given)	-4	-5	-4
O=C1CSC(=Nc2ccccc2)N1c1ccccc1	3	.	-2
COc1cc2c(cc1OC)C1CN(C(=S)Nc3ccc(OC(F)F)cc3)CC(=O)N1CC2 (stereo not given)	7	1	7
Cc1ccccc1C1=NOC(CNCc2cccc(F)c2)C1 (stereo not given)	-4	-6	-5
CC1(C)[C@H]2CC[C@]1(CS(=O)(=O)NCc1ccccn1)C(=O)C2	-1	3	2
CCS(=O)(=O)Oc1cccc(CN(Cc2ccc(F)cc2)C(=O)NC(C)(C)C)c1	.	-5	-7
CC(=O)NC(CC(=O)N1CCCCC1C)c1ccccc1 (stereo not given)	3	.	-7
C=C1C[C@]23CC[C@H]4C(CO)(CO)C[C@@H](O)C[C@@]4(C)[C@@H]2CC[C@H]1C3	1	-4	-6

One compound at a time, as listed above. Screens in order: NPYLR7 ag | mcGAS lum | hcGAS lum
`CCn1ccnc1CNC(=O)c1ccc(C(C)N2CCCCC2)o1` (stereo not given) reads 4 | . | -7
`Cc1ccccc1C1=NOC(CNCc2cccc(F)c2)C1` (stereo not given) reads -4 | -6 | -5
`CC1(C)[C@H]2CC[C@]1(CS(=O)(=O)NCc1ccccn1)C(=O)C2` reads -1 | 3 | 2
`COc1ccc(Cl)cc1N1CCN(Cc2cccc(C)c2)C(C)C1=O` (stereo not given) reads -4 | -5 | -4

The listing continues:
SMILES	NPYLR7 ag	mcGAS lum	hcGAS lum
COc1ccccc1Oc1cnc(N)nc1-c1ccc(OCc2ccccc2F)cc1O	1	0	-1
CCN(Cc1csc(COc2cccc(C)c2C)n1)C(=O)Nc1ccc(C)cc1	-1	-4	-3
COCc1cn(C2CCN(c3nccc4ccccc34)CC2)nn1	-4	.	-8
CN(CC(=O)Nc1cccc(F)c1)C(=O)CC1CC2CCC1C2 (stereo not given)	1	.	-9
CCCCOC(=O)c1ccccc1NC(=O)N[C@@H](Cc1ccccc1)C(=O)N1CCC(C(=O)Nc2ccc(OC)cc2)CC1	-1	-10	-8
Cc1cc(C(=O)CSc2ncnc3sccc23)c(C)n1C(C)C	1	.	-7
c1ccc(Oc2ccccc2-c2cnc3ccc(NCCc4ccccn4)nn23)cc1	-1	.	-2
COc1ccc(CCN(C)c2cc(-c3ccccc3)nc(SCc3cccc(C(=O)NCCc4ccccn4)c3)n2)cc1OC	4	-7	-2
CC(C)N(C(=O)CN1C(=O)NC2(CCCCCC2)C1=O)C(C)C	1	-5	-5
CC(CCc1ccccc1)NC(=O)c1cc(-c2ccccc2Cl)nc2cc(-c3ccccc3)nn12 (stereo not given)	17	-9	-4

Single entries from the entries so far:
`CCN(Cc1csc(COc2cccc(C)c2C)n1)C(=O)Nc1ccc(C)cc1` in mcGAS lum shows -4
`Cc1cc(C(=O)CSc2ncnc3sccc23)c(C)n1C(C)C` in NPYLR7 ag shows 1

Next compounds.
SMILES	NPYLR7 ag	mcGAS lum	hcGAS lum
CN(C)c1nc(N)nc(-c2sc3ncccc3c2O)n1	9	-3	-8
Cc1ccc(Cl)cc1N1C(=O)C2C3C=CC(C3)C2C1=O (stereo not given)	-10	-6	-4
Cc1nc(C)c2c(n1)N(CCN(C)C1CCCCC1)C(=O)CC2	.	-4	-13
CNCCOc1ccc(C)cc1-c1ccc2c(c1)OCO2	-1	.	-3
O=C(NC(=S)NCCNC(=S)NC(=O)c1ccco1)c1ccco1	-3	.	-4
COc1cc(OC)nc(Nc2nc(C(N)Cc3ccccc3)cs2)n1 (stereo not given)	-3	-4	-2
COc1ccc(C(=S)/C=C2/SC=C(C(=O)O)S2)cc1	7	.	-1
COc1ccc(OC)c(-c2nc3cc(C)cc(C)n3c2NC(C)(C)CC(C)(C)C)c1	7	-9	-5
O=C(O)Cc1cc(-c2ccccc2)on1	0	.	-10
COc1ccc(C(=O)N2C(C(=O)NCc3ccccn3)COC23CCN(C(=O)CC(C)(C)C)CC3)cc1 (stereo not given)	1	-5	-4
